Dynein cargo inh = dynein cargo transport inhibition; 3617.4 mouse cells, GR-EGFP nuclear translocation imaging; test concentration mostly 20 µM; stimulated with dexamethasone, 1 µM; active compounds read low; z-score, hits read low; 0.47% of 220,000 active;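 active means plate z-score of nuclear minus cytoplasmic receptor signal below a set negative limit, without overly bright fluorescence or cell loss, cut at about -3.5 in these data, passing the limit was not always enough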;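 further: z-score of nuclear minus cytoplasmic ring GR-EGFP intensity difference per well; some compounds called inactive have numbers as strong as hits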
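Medium: Induction medium lacking tetracycline, stripped serum | Probe or stimulus: 1.0 µM final dexamethasone stimulus | Schedule: 48 h induction, then 1 h compound, then 30 min agonist, 37 °C | Signal: Automated 10x imaging of fixed Hoechst-stained cells | Evaluation: Per-cell GR-EGFP intensity, nucleus versus surrounding cytoplasmic ring, well-averaged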
PhoP inhibition = inhibitors of PhoP regulon expression, primary screen, Salmonella Typhimurium, GFP reporter (AID 1863); S. Typhimurium PhoP-regulated promoter GFP reporter, 4 h; higher % means a stronger effect; 0.16% of 300,000 active; inhibition, % at 50 µM, or IC50 in µM where a hit was titrated;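 active means inhibition over 29.93%, a cutoff 3 SD above the screen mean, later confirmed by dose response; inconclusive means inhibition over 29.93% but no dose response follow-up; inactive means inhibition at most 29.93% or unconfirmed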;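 further: 0% = low Mg2+ inducing control and 100% = high Mg2+ repressing control; strong numbers were not always called active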
MT stabilize HCS = microtubule stabilization, imaging screen. HeLa tubulin immunostaining HCS, 24 h; share of cells brighter than vehicle mean+2SD. % tubulin-high responders, % at 10 µM. 0.83% of 200,000 active;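 active means plate Z-score above 3 for both tubulin-high and condensed-nucleus cell shares, with cell loss under 80%, at 10 µM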;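 further: anti alpha tubulin signal scored within the nucleus-defined area of each cell; some results filed as inactive read as strong as hits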
CSM14.1 death rescue = protection against thapsigargin-triggered cell killing – 384-well, CSM14.1, ATP luminescence, primary screen (AID 1222); cellular ATP content (survival), % at 20 µM; hits with a dose series show EC50 in µM; CSM14.1 thapsigargin-induced death rescue, ATP luminescence; higher % means a stronger effect; 190,000 tested, under 10 active;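 active means EC50 below 50 µM in the dose-response confirmation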;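 further: death triggered by thapsigargin at about 15 µM added after 2 h compound pretreatment; cell ATP read after overnight thapsigargin exposure of roughly 18 to 22 hours; normalized against plate controls of thapsigargin alone and 5% DMSO vehicle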
Autophagy mod = alters autophagy in cells. 0.98% of 190,000 active. calls only at 10 µM (by protocol). MEF GFP-LC3 puncta imaging; test concentration mostly 10 µM. AID 463193;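 active means percentage of spot-positive cells more than 3 SD above its plate mean, without a fluorescence outlier flag or 80% toxicity; inconclusive means no clear call, values can overlap the other calls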;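 further: spot-positive cell cutoff set from DMSO-treated cells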
T cell modulator = T cell immune modulation candidate; calls only at 7 µM; 2C CD8+ T cell-vesicle binding, flow cytometry; active compounds read low; 0.068% of 330,000 active; AID 2052;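 active means response, share of CD8 T cells binding vesicles, and their 90th percentile fluorescence all below set limits, cut at about 80% in these data, passing the limit was not always enough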
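Incubation: binding step 1.5 h, 37 °C, antibody labelling 20 min, ice; system: murine 2C transgenic CD8+ T lymphocytes; technique: cytometric PE anti-B7-1 and Alexa647 anti-CD8 signals after 1% paraformaldehyde fixation; also added: QL9-charged Drosophila Ld/ICAM-1/B7-1 vesicles; control set: naked versus QL9-loaded vesicles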
Hep lipid drop = hepatic lipid droplet formation modulation; AML12 mouse hepatocytes, oleate lipid droplets, BODIPY imaging; inhibition, % at 6.5 µM; 0.4% of 240,000 active; AID 1656;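 active means lipid droplet intensity inhibited by at least 50%, with more than 500 cells counted; inconclusive means wells with under 300 cells, treated as cytotoxic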
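Material – mouse AML12 hepatocyte cell line, fixed after treatment · Compound dosing – one dose, 6.5 µM compound · Times – compound with oleate, overnight · Measured by – Image-based BODIPY and DAPI two-channel analysis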
bCat nuc transl = beta-catenin nuclear translocation modulation | 0.3% of 190,000 active | AID 1665 | nuclear translocation activity, % at 5 µM | HeLa beta-catenin nuclear translocation, immunofluorescence imaging;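 active means nuclear translocation activity above 50% at 5 µM, with a well cell count of 50 or more; inconclusive means wells under 50 cells across six images, flagged as toxic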;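 further: per-cell ratio of nuclear to cytoplasmic median beta-catenin stain intensity; plate controls were DMSO negative control for no effect and GSK-3 inhibitor IX positive control for full effect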
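System: Human HeLa cells, endogenous beta-catenin | Compound dosing: 5 µM primary, 0.02–20 µM confirmation | Timing: 24 h compound exposure at 37°C, 5% CO2 | Measured by: Fluorescence imaging of beta-catenin antibody stain plus DAPI | Read-out basis: % activation of per-cell nuclear versus cytoplasmic median beta-catenin signal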
Ins promoter up = MIN6 insulin promoter up-regulation; 0.3% of 190,000 active; z-score at 5 µM; MIN6 insulin promoter-GFP reporter, high-content imaging; active compounds read high; AID 1625;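 active means z-score above 3 at 5 µM with at least 500 cells counted in the well; inconclusive means wells under 500 cells, flagged as cytotoxic or low count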
Dynein cargo inh cytoplasmic EGFP = recorded beside Dynein cargo inh, whose call it bears; z-score; measured here: cytoplasmic GR-EGFP intensity; active compounds read high
Dynein cargo inh nuclear GR-EGFP = further read-out of Dynein cargo inh, marked with its call; z-score; measured here: nuclear GR-EGFP intensity;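 lower value marks the stronger effect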
Dynein cargo inh cell count = also measured in Dynein cargo inh; calls as there; z-score; measured here: cell count per field
Ins promoter up cell count = second read-out of Ins promoter up, no call of its own (marks repeat the call); cell count; measured here: cytotoxicity, nuclei count;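 total cells summed across four imaged fields per well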
Hep lipid drop cells 6.5 µM = also measured in Hep lipid drop; calls as there; cell count; measured here: cell count, cytotoxicity flag;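 cells counted across two imaged fields per well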
bCat nuc transl cell count 5 µM = second read-out of bCat nuc transl, no call of its own (marks repeat the call); cell count; measured here: cell count, cytotoxicity flag
T cell modulator vesicle-bound % = recorded beside T cell modulator, whose call it bears; double positive events, %; measured here: CD8+ vesicle-bound cell fraction;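 binding gate set so that unloaded-vesicle control wells show 10% double positive cells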
MT stabilize HCS Hoechst-high % = second read-out of MT stabilize HCS, no call of its own (marks repeat the call); % Hoechst-high responders; measured here: nuclear condensation Hoechst responders;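 share of cells brighter than vehicle mean plus two SD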
MT stabilize HCS cytotoxicity % = further read-out of MT stabilize HCS, marked with its call; toxicity, %; measured here: cytotoxicity by cell density;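 0% = mean cell density of plate MIN control wells and 100% = no cells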
Autophagy mod cell loss 18 h = second read-out of Autophagy mod, no call of its own (marks repeat the call); toxicity, %; measured here: cell loss, nuclei count;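 cell loss after 18 h compound exposure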
Numbers without * were called inactive; i = inactive; ? = inconclusive; . = not tested or not shown; + = active, no number.

Fields – MT stabilize HCS	MT stabilize HCS cytotoxicity %	MT stabilize HCS Hoechst-high %	PhoP inhibition	Ins promoter up	Dynein cargo inh nuclear GR-EGFP	T cell modulator vesicle-bound %	Hep lipid drop cells 6.5 µM	CSM14.1 death rescue	Ins promoter up cell count	Autophagy mod cell loss 18 h	Dynein cargo inh	Dynein cargo inh cytoplasmic EGFP	Autophagy mod	bCat nuc transl	Hep lipid drop	T cell modulator	bCat nuc transl cell count 5 µM	Dynein cargo inh cell count
Cc1cccc(NC(=O)c2n[nH]c([N+](=O)[O-])c2Br)c1C
→ 1.4	2.8	0.8	-11.2%	0.09	-0.3	38.1	675	-0.9%	1537	6.0	-0.765	-0.275	i	-6.4	2.7	i	1148	0.7
CCn1c(C)nc2cc(S(=O)(=O)N3CCCC3)ccc21
→ 1.9	8.1	3.6	-3.0%	-0.11	0.432	57.4	.	-0.6%	806	2.8	0.17	0.0408	i	0.5	.	i	892	-0.478
CN(NC(=O)/C=C/C(=O)O)c1ncc(C(F)(F)F)cc1Cl
→ 4.7	8.9	2.7	-10.1%	-0.15	0.358	42.0	698	-1.6%	1174	4.1	0.0182	-0.199	i	-2.4	-8.4	i	1098	-0.227
CC(=Nc1ccccc1C)C1=C(O)CSC1=O
→ 6.6	12.9	2.8	-7.1%	-0.58	0.611	23.9	746	2.3%	961	-2.0	0.927	-0.236	i	0.2	5.3	i	1162	-0.232
COc1ccc(C2(C(=O)NC3CCCCC3)CCOCC2)cc1OC
→ 2.5	8.7	1.1	-9.4%	-0.52	0.201	23.5	773	-2.5%	781	-12.4	0.0472	-0.328	i	-3.9	0.7	i	1207	0.0588
COC(=O)c1sc2cc([N+](=O)[O-])cc(SCC(C)C)c2c1N
→ 2.9	5.1	3.4	0.6%	?	-0.32	46.4	699*	5.8%	.	4.4*	-0.53	1.72	+	-3.4	56.4*	i	576	0.0933
CCCCSc1nnc(CCNC(=O)OC(C)(C)C)o1
→ .	.	.	-4.3%	0.76	-0.109	11.8	663	.	1151	.	-0.472	-0.208	.	2.3	2.2	i	1321	0.542
CC(Sc1nc2ccc(Br)cc2[nH]1)C(=O)O (stereo unspecified)
→ 1.6	6.7	2.2	-12.1%	0.52	-0.649	.	718	-1.5%	1038	-2.4	-1.12	-0.518	i	-4.9	-1.7	.	1144	0.973
COc1ccc(-c2nc3ccccn3c2C=O)cc1
→ 3.3	3.7	2.1	-18.9%	0.18	0.45	20.7	656	-6.2%	1344	-6.1	0.594	-0.24	i	-2.9	2.3	i	985	0.0979
CC(NC(=O)c1ccco1)C(c1cccs1)N1CCOCC1 (stereo unspecified)
→ 6.1	7.7	1.4	-7.4%	0.77	0.995	34.2	.	0.4%	1205	8.0	1.54	-0.133	i	.	.	i	.	-0.556
CCc1ccc(-c2cc(C(F)(F)F)n3nc(C(=O)Nc4c(C)nn(Cc5ccccc5C)c4C)cc3n2)s1
→ 2.9	5.7	1.7	-2.6%	0.03	1.17	16.0	702	-2.9%	940	-12.2*	0.986	-0.251	+	1.8	-2.8	i	1050	0.617
COCCNC(=O)c1ccccc1NC(=O)COc1ccccc1
→ 4.4	5.3	2.9	10.6%	-0.41	-0.0532	26.7	696	-2.5%	1208	-0.1	-0.679	-0.245	i	.	0.3	i	.	0.712
Cc1ccc(/C=C/C(=O)N2CCN(c3ncccn3)CC2)o1
→ 2.2	2.6	1.6	4.3%	-0.59	-1.11	40.7	685	0.1%	1135	10.7	-2.58	0.471	i	-3.7	-15.0	i	612	0.00871
Cc1c(CN2CCCCC2)c(O)n(CCCO)c(=O)c1C#N
→ 4.5	3.8	1.6	-6.5%	0.21	-0.0807	24.1	.	-1.0%	1282	21.0	0.193	-0.373	i	1.4	.	i	1130	-0.0247
Cc1onc(-c2ccccc2)c1-c1ccnn1C(=O)NC(C)C
→ .	.	.	2.4%	0.72	-0.335	37.7	694	.	1430	.	-0.079	-0.228	.	-2.9	14.0	i	1028	0.0213
COc1cccc(Nc2ncccc2C(=O)O)c1
→ 1.8	7.6	4.8	-23.9%	1.12	0.815	27.3	.	-0.6%	1621	-1.6	0.771	-0.0199	i	0.5	.	i	1453	-0.167
CCCCc1c(O)nc(SCC(=O)c2ccccc2)[nH]c1=O
→ 5.9	11.1	2.3	-3.2%	0.22	0.117	29.1	616	.	1153	-4.0	-0.264	-0.143	i	0.4	24.8	i	998	1.02
CCc1nc(SCC#N)c(C#N)cc1C
→ 6.7	9.3	3.1	0.0%	0.15	0.857	23.1	642	-0.7%	1356	7.3	0.348	-0.348	i	-0.2	-4.1	i	1330	-0.554
Cc1cc(C)nc(SCc2nnc(SCC(=O)NCc3ccco3)n2-c2ccccc2)n1
→ 2.1	5.0	3.0	-12.5%	-0.25	0.39	57.0	.	2.1%	1232	10.8	0.858	-0.16	i	-4.4	.	i	958	-0.23
N#C/C(=C\c1ccco1)C(=O)Nc1ccc(S(N)(=O)=O)cc1
→ 2.8	9.5	1.3	5.5%	0.55	-0.747	47.9	705	-0.6%	1275	15.6	-0.484	-0.373	i	3.7	8.6	i	1045	1.5
O=C(C(=O)N1CCN(c2ccccc2F)CC1)c1c[nH]c2ccccc12
→ 1.5	4.8	2.4	-3.1%	0.78	-0.0799	18.8	664	.	1258	4.7	0.082	-0.272	i	2.1	4.4	i	1074	-0.405
COc1ccccc1Oc1ccc2c(c1)C(=O)N(c1ccc(O)cc1)C2=O
→ 3.9	4.4	3.0	-4.2%	-0.61	0.0595	47.0	717	-1.2%	921	5.3	-0.457	-0.119	i	-7.2	5.7	i	1202	-0.409
O=C(Nc1nnc(SCC(=O)N2CCCc3ccccc32)s1)c1ccc2ccccc2c1
→ 6.0	10.2	1.5	4.2%	-0.07	0.2	50.8	567	-5.5%	1470	18.0	0.247	-0.247	i	0.2	-0.6	i	1132	-0.541
COc1ccc2[nH]c(=O)c(CN(C)C(=O)c3ccncc3)cc2c1
→ 2.5	4.1	1.9	-2.8%	-0.65	-0.292	22.0	726	0.9%	777	-15.0	-0.641	-0.419	i	-4.9	0.3	i	1187	-0.0471
CCN(CC)S(=O)(=O)c1cccc(C(=O)N/N=C/c2c(C)nn(-c3ccccc3)c2Cl)c1
→ 4.5	2.3	4.0	1.0%	.	0.375	50.9	594	-0.8%	.	-6.4	-0.589	-0.258	i	2.0	-3.3	i	908	0.403
C=CCNC(=O)CC(=O)N/N=C/c1cccs1
→ 3.6	6.2	1.8	-0.9%	1.01	0.352	51.5	699	-0.6%	1508	-2.3	0.975	0.0237	i	0.3	-10.7	i	1591	-0.712
Cc1noc2ncnc(N3CCCC3)c12
→ 4.5	7.3	1.5	-2.9%	0.11	-0.201	18.8	616	-0.2%	1556	5.6	-0.126	-0.309	i	-0.4	4.0	i	873	0.159
COC(=O)CC1C(=O)NCCN1C(=S)Nc1cccc(C(F)(F)F)c1 (stereo unspecified)
→ 2.7	0.9	1.1	0.9%	-0.22	2.14	32.6	671	-5.8%	1171	2.1	2.84	-0.128	i	-1.5	5.8	i	1112	-1.48
O=C(Cc1ccccc1)NCc1n[nH]c(=S)n1-c1ccc(Br)cc1
→ 3.4	9.4	3.1	-0.2%	0.31	-0.0282	18.7	621	0.7%	1026	4.5	-0.365	-0.306	i	.	14.9	i	.	0.384
COc1ccc(-c2csc(CCn3nc(C)cc3C)n2)cc1
→ 5.0	5.9	3.5	0.1%	0.3	0.524	65.1	706	0.4%	1300	-10.5	1.65	-0.0499	i	1.2	-8.5	i	1045	-0.257
COc1ccc(C2CC(=O)C(C(c3ccc(O)cc3)C3C(=O)CC(c4ccc(OC)cc4)CC3=O)C(=O)C2)cc1 (stereo unspecified)
→ .	.	.	0.1%	0.21	0.503	27.8	842	.	997	.	0.233	-0.23	.	0.4	1.9	i	1343	0.264
CCc1nnc2sc(-c3ccc(NC(=O)c4ccc5c(c4)OCCO5)cc3)nn12
→ 4.9	5.3	2.5	5.0%	-1.35	-0.346	27.1	656	-3.9%	1102	-2.9	-0.304	-0.233	i	.	12.6	i	.	1.02
OC(COc1ccc2c(c1)OCO2)CN1CCCCC1 (stereo unspecified)
→ 3.3	6.6	4.1	6.5%	0.79	1.11	23.4	677	-0.2%	1407	0.4	1.95	-0.31	i	-0.6	16.8	i	1109	-1.08
Cc1ccc(S(=O)(=O)Nn2c(C)ccc2C)cc1
→ 3.7	7.3	2.8	-4.2%	-0.05	-0.552	29.6	762	-3.2%	1258	-5.1	-0.506	-0.0386	i	1.1	-17.1	i	1049	0.913
